MEP2 TOR yeast: alters MEP2-GFP fluorescence in TOR pathway yeast screen; S. cerevisiae MEP2-GFP strain, flow cytometry GFP, 3 h; 100% = DMSO control level; GFP response vs DMSO, % at 10 µM; actives 0.51% (n = 330,000); AID 2016;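 active = GFP response versus DMSO above a set limit, roughly screen mean plus 3 SD, cut at about 180% in these data; inconclusive = fewer than 70 cells counted for a yeast strain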;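 also: median GFP fluorescence of the barcode-gated MEP2-GFP cells per well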
AGP1-GFP MLPCN: modulators of TOR pathway AGP1-GFP in S. cerevisiae. S. cerevisiae AGP1-GFP multiplex flow cytometry, 3 h; GFP as percent of DMSO wells. GFP response vs DMSO, % at 10 µM. actives 0.02% (n = 320,000). AID 2066;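 active = GFP response relative to DMSO above a set limit, near screen average plus 3 SD, cut at about 150% in these data; inconclusive = fewer than 70 cells counted for the yeast strain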;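 also: median GFP channel fluorescence of the gated AGP1 strain per well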
proCasp7 act: counter-screen for procaspase-3 activators: activators of human procaspase-7 | P55210 | recombinant procaspase-7, Ac-DEVD-pNA absorbance 405 nm; D23A/D198A/D206A triple mutant, cannot self-cleave; scale: DMSO 0, 5 µM enzyme 100 | activation, % at 8.5 µM | actives 0.093% (n = 330,000) | AID 463210;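 active = percent activation above the screen-wide mean plus 3 SD, cut at about 25% in these data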
Target sequence (P55210 whole entry D23A/D198A/D206A): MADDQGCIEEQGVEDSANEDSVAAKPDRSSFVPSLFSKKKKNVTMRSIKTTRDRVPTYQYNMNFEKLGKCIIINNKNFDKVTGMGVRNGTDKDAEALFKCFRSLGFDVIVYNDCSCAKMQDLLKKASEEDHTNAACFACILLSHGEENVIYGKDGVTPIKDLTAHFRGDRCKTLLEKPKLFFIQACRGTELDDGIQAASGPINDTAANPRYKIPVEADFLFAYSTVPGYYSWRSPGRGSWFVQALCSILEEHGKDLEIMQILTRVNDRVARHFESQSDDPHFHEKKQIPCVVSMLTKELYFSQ
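buffer or medium = Zinc-free HEPES/NaCl buffer, pH 7.4 | material = Procaspase-7 triple mutant (PC-7 D3A) | input = 2 µM procaspase-7 mutant as dispensed | signal = Epi-absorbance of released pNA at 405 nm, two timepoints | timing = 1 h preincubation, 2 h reaction | replicates = singlicate compound testing | evaluation = % activation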
procasp3 activ: procaspase-3 (human) activation; actives 0.11% (n = 330,000); recombinant procaspase-3 D3A, Ac-DEVD-pNA absorbance 405 nm; activation, % at 8.5 µM; P42574;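 active = activation above the mean of all tested compounds plus 3 SD, cut at about 21% in these data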;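 also: 0% = DMSO alone and 100% = DMSO wells spiked with extra 5 µM PC-3 D3A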
Target sequence (P42574 whole entry D9A/D28A/D175A): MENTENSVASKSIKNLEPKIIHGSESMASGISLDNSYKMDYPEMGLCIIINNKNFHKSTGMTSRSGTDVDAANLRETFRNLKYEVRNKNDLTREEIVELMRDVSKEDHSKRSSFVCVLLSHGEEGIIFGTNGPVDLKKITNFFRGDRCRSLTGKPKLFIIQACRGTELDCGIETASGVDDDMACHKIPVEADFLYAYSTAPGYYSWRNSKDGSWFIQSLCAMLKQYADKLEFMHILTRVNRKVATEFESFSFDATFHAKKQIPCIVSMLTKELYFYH
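Assay system: Autoprocessing-dead procaspase-3 D3A mutant enzyme; also added: Ac-DEVD-pNA; doses: one concentration, 8.5 µM nominal, 0.8% DMSO; times: 1 h compound preincubation, 2 h substrate hydrolysis at 25 °C; technique: 405 nm absorbance of p-nitroaniline, reads at 0 and 120 min; measure: % activation between DMSO and enzyme-spiked controls; repeats: single replicate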
CIT2 TOR yeast: modulators of TOR pathway CIT2-GFP in S. cerevisiae; AID 2029; actives 0.065% (n = 320,000); S. cerevisiae CIT2-GFP strain, flow cytometry, 3 h; 100 means same as DMSO wells; GFP response vs DMSO, % at 10 µM;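 active = GFP response relative to DMSO above a set limit, near the screen mean plus 3 SD, cut at about 150% in these data; inconclusive = Fewer than 70 cells measured for a yeast strain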;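 also: ratio of well median GFP fluorescence to mean of DMSO wells on the plate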
RPL19A TOR yeast: yeast TOR pathway RPL19A-GFP modulation; S. cerevisiae RPL19A-GFP strain, flow cytometry, 3 h; stronger effect = lower value; percent response vs DMSO, % at 10 µM; actives 0.3% (n = 330,000); AID 2025;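 active = percent response vs DMSO below 50%; inconclusive = fewer than 70 events counted for the yeast strain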;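 also: median channel GFP fluorescence of the barcoded RPL19A-GFP strain; ratio of sample median GFP to plate DMSO average so 100% = DMSO; lower means less RPL19A-GFP as with rapamycin TOR inhibition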
LAP4 TOR yeast: modulators of TOR pathway LAP4-GFP in S. cerevisiae; AID 2023; GFP response vs DMSO, % at 10 µM; S. cerevisiae LAP4-GFP multiplex, flow cytometry GFP, 3 h; median GFP as percent of DMSO wells; actives 0.34% (n = 320,000);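 active = GFP response vs DMSO above a set limit, about the screen mean plus 3 SD, cut at about 150% in these data; inconclusive = under 70 cell events counted for the yeast strain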
AHR act: activators of human aryl hydrocarbon receptor. actives 2.5% (n = 320,000). AID 2796. activation, % at 5 µM. AHR-responsive luciferase reporter cells, luminescence. P35869; in the data active = activation above about 47%;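 also: 0% = vehicle wells and 100% = reference agonist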
* marks the source's active call; other numbers are inactive results; ? = inconclusive; · = not tested or not shown; [ ] = another dose, or the depositor's remark.

SMILES	MEP2 TOR yeast	AGP1-GFP MLPCN	proCasp7 act	procasp3 activ	CIT2 TOR yeast	RPL19A TOR yeast	LAP4 TOR yeast	AHR act
CCOC(=O)C1=C(C)NC(C)=C(C(=O)OCC)C1/C=C/c1ccccc1OC	107	102	29*	15	103	99	92	13
COc1ccc(OCc2nnc3n2N=C(c2ccccc2)C(CC(=O)O)S3)cc1 (stereo not drawn)	?	?	-19	-15	?	?	?	4
COc1ccc(CNC(=O)CN2CCN(S(=O)(=O)c3cccs3)CC2)cc1OC	97	105	1	15	103	99	104	2
Cc1cccnc1NC(=S)Nc1ncccc1C	106	114	-10	1	104	101	·	-1
O=c1c(C(c2ccc(O)cc2)c2c(O)nc3n(c2=O)CCS3)c(O)nc2n1CCS2	107	106	1	1	106	100	84	-2
COc1ccc(NC(=O)CCN2C(=O)c3ccccc3C2=O)cc1	116	107	-4	9	110	111	98	-8
C/C(=N\NC(=O)C1(C)CC1(Br)Br)c1cccc(NC(=O)C2CCC2)c1 (stereo not drawn)	104	95	3	3	112	99	98	6
O=C(CN1C(=O)COc2ccccc21)NC1CCCC1	104	107	9	2	108	102	102	1
Cc1nn(-c2ccccc2)c(Cl)c1/C=C1\SC(=S)N(CCCCCC(=O)O)C1=O	92	97	-2	-1	87	96	110	-6
COc1cccc(C(C(=O)NC2CCCC2)N(Cc2ccccc2OC)C(=O)c2ccco2)c1 (stereo not drawn)	92	88	0	-2	87	87	87	1
COc1ccc(CC(=S)N2CCOCC2)cc1	97	102	-11	-6	107	99	100	2
O=C(NCCCN1CCOCC1)c1ccc(Sc2ccc(Br)cc2)c([N+](=O)[O-])c1	110	91	6	-6	114	98	86	9
Cc1ccc(OCC(=O)Nc2nnc(-c3ccco3)s2)cc1	103	93	-2	4	101	99	98	4
CCOC(=O)Cn1cc([N+](=O)[O-])c(OC)n1	102	102	6	1	99	102	95	2
COCCNC(=O)c1ccccc1NC(=O)Nc1ccccc1	99	91	10	-2	76	90	116	6
CCCCCc1nc2c(c3c1CCCC3)CCCC2	99	95	5	1	98	100	88	3
Cn1c2ccc(Cl)cc2c2nc3ccccc3nc21	103	87	-10	-4	91	92	101	56*
O=C1NCCCC1C(=O)Nc1ccccc1C(F)(F)F (stereo not drawn)	99	101	10	-6	98	102	98	1
C=CCOC(=O)C1=C(C)N=c2s/c(=C3\C(=O)N(CC(=O)O)c4ccccc43)c(=O)n2C1c1ccc(OC)cc1 (stereo not drawn)	90	95	-36	-23	89	99	95	1
CCC(=O)OC1(C)C(=O)C=C2C=C(c3ccc(C#N)cc3)OC=C2C1=O (stereo not drawn)	189*[may fluoresce violet]	11[may fluoresce violet]	-8	9	?	96[may fluoresce violet]	110[may fluoresce violet]	1

Just AHR act and MEP2 TOR yeast, for some of the entries so far:
| Molecule | AHR act | MEP2 TOR yeast |
| --- | --- | --- |
| COc1ccc(CNC(=O)CN2CCN(S(=O)(=O)c3cccs3)CC2)cc1OC | 2 | 97 |
| Cc1cccnc1NC(=S)Nc1ncccc1C | -1 | 106 |
| O=c1c(C(c2ccc(O)cc2)c2c(O)nc3n(c2=O)CCS3)c(O)nc2n1CCS2 | -2 | 107 |
| COc1ccc(NC(=O)CCN2C(=O)c3ccccc3C2=O)cc1 | -8 | 116 |

Other entries follow:
SMILES	MEP2 TOR yeast	AGP1-GFP MLPCN	proCasp7 act	procasp3 activ	CIT2 TOR yeast	RPL19A TOR yeast	LAP4 TOR yeast	AHR act
CC(O)CNc1nc(Cl)c(C#N)s1 (stereo not drawn)	101	97	8	-4	101	103	93	-1
O=C(CN1CCSCC1)N/N=C/c1ccc(F)cc1	94	99	-1	-3	93	95	94	2
CCOC(=O)C(CSCC(=O)c1ccc(Cl)cc1)NC(=O)OC(C)(C)C (stereo not drawn)	88	92	-3	4	81	90	87	3
O=C(NCc1ccncc1)C1CCN(S(=O)(=O)c2ccc(F)cc2)CC1	106	97	-5	2	108	105	97	5
CN(C(=O)CSc1nc2c(c(=O)[nH]1)CCC2)c1ccccc1	100	100	13	6	104	99	89	3
O=C(c1ccc(Cl)s1)N1CCCC(N2CCN(c3ccc(F)cc3)CC2)C1 (stereo not drawn)	99	103	3	5	105	101	98	1
C=CCn1c(C(C)NC(=O)c2ccc(C)cc2)n[nH]c1=S (stereo not drawn)	105	103	5	-2	97	104	98	0
Cc1nnc(NC(=O)CSc2nccn2-c2cccc(C)c2C)s1	95	95	-3	7	94	95	100	0
CC1(C)Cc2cccc(OCC(=O)Nc3ccccc3N3CCOCC3)c2O1	?	?	-2	1	?	16*[may fluoresce violet]	103[may fluoresce violet]	2
O=C(NCCF)C1Nc2ccc(OC(F)(F)F)cc2C2C=CCC12 (stereo not drawn)	85	83	-1	-3	74	97	103	2
COc1ccc(CC(=O)Nc2nc(C)cs2)cc1S(=O)(=O)N1CCOCC1	98	100	8	5	103	99	99	-1
Cn1cc(C(=O)Nc2ccc(Cl)c(Cl)c2)cn1	104	·	5	-4	·	104	·	-2
O=S(=O)(Nc1ccc(O)c(Sc2nc3ccccc3s2)c1)c1ccc(F)cc1	99	100	-6	-7	88	96	107	12
CCC(C)NCCCCOc1cc(C)cc(C(C)C)c1 (stereo not drawn)	87	97	0	-3	98	104	84	-3
Cc1ccc(Nc2ncnc3c2oc2ccccc23)cc1	96	78	7	-5	71	93	106	54*
CC1=CC2=NC(=O)/C(=C\c3cc(C)n(-c4ccc(F)cc4)c3C)C(=N)N2O1	100	93	-12	17	88	99	98	7
O=C(O)c1cccnc1C(=O)O	102	96	0	1	99	95	102	0
O=C(c1ccc(N2CCCC2=O)cc1)N1CCN(c2ccccc2O)CC1	101	99	-2	4	96	98	101	-1
CCOc1ccc(NC(=O)CCC(=O)c2ccc(OC)cc2)cc1	107	99	7	10	103	109	92	1
Cn1ccs/c1=N\C(=O)Nc1cccc(C(F)(F)F)c1	104	91	7	1	99	102	93	106*
Cc1nc(NC(=O)CSc2nnc(C3CC3)n2C)sc1C(=O)N(C)C	104	99	-6	0	105	99	106	0
CC1CN(C(=O)c2cc3c(s2)CCC3)CC(C)O1 (stereo not drawn)	90	75	3	8	65	106	90	-1
NC(=S)N=Nc1c(O)[nH]c2ccc(F)cc12	99	93	7	2	95	105	98	1
CCOC(=O)C1CCCN(c2c(NCc3ccco3)c(=O)c2=O)C1 (stereo not drawn)	96	99	-4	6	91	96	106	-3
COc1ccc(CCNC(=O)C2(C)CCC(=O)N2Cc2ccc(F)cc2Cl)cc1OC (stereo not drawn)	102	100	13	0	98	96	105	0
CC(OC(=O)Cc1c(F)cccc1Cl)C(=O)NCCC1=CCCCC1 (stereo not drawn)	100	104	2	-2	99	106	96	1
O=C(Nc1ccc(S(=O)(=O)N2CCCC2)cc1)c1ccc(Cl)nc1	90	97	-1	14	98	94	98	-6
CC(C)COc1ccc(C(=O)NNC(=O)c2ccc(=O)[nH]c2)cc1	108	99	-10	3	94	96	97	-1
COc1ccc(NC(=O)CN(C)C(=O)CNC(=O)c2sc3ccccc3c2Cl)cc1	111	107	0	5	96	101	102	3
Cc1ccc(-c2ccc(/C=C3\C(=O)ON=C3c3ccccc3)o2)c([N+](=O)[O-])c1	79	74	-3	3	86	95	132	7
Cc1cc(OCC(O)CNC(C)(C)C)ccc1Cl (stereo not drawn)	100	104	-1	4	102	96	101	8
O=C(NCC1CCN(S(=O)(=O)c2ccccc2)CC1)Nc1ccc(F)cc1F	97	102	-2	7	101	97	105	0
COc1ccc(C(=O)C2CCN(C(=O)Nc3ccc(C)cc3)CC2)cc1	101	99	-2	6	93	99	111	1
Cc1ccccc1CN1CCCC(C(=O)N2CCCCC2)C1 (stereo not drawn)	98	101	-3	3	98	91	·	0
COc1ccc(CNC(=O)Cn2c(=O)oc3cc(S(=O)(=O)N4CCCC4)ccc32)cc1	105	110	1	5	109	108	104	1
COc1ccc(-n2c(SCC(=O)Nc3ccc(C(=O)O)cc3)nnc2-c2cccs2)cc1	116	108	-3	6	104	96	101	2
Cc1cccc(S(=O)(=O)Nc2ccc(-c3nc4ccc(C)cc4s3)cc2)c1	104	100	43*	23*	91	104	93	17
CCn1c2ccccc2c2cc(NC(=O)C(C)OC(=O)c3ccc(NC(=O)CC#N)cc3)ccc21 (stereo not drawn)	104	100	-9	10	96	98	103	20
O=C1CCC/C=C/C[C@@H](CC(=O)N(CCO)Cc2ccccc2)C(=O)NC[C@H](c2ccccc2)O1	93	97	3	-2	93	94	97	0
Cn1c(-c2ccccc2)cnc1NCc1ccc(-c2ccccc2)cc1	94	93	-5	6	97	100	86	3
O=C(NCc1ccc2c(c1)OCO2)c1nc(S(=O)(=O)Cc2ccccc2F)ncc1Cl	101	102	-11	1	97	101	111	4
O=C(NN=C1CCCCCCCCCCC1)c1cccc(S(=O)(=O)N2CCOCC2)c1	98	103	-5	-1	104	103	104	8
COc1ccccc1CC(=O)N1CCN(C(=O)c2ccco2)CC1	108	102	15	1	98	100	104	-4
COC(CNC(=O)c1ccc2c(c1)ncn2-c1cc(C)cc(C)c1)OC	103	90	2	2	100	97	85	1
CN(CC(=O)NC1(C)CCS(=O)(=O)C1)S(=O)(=O)c1ccc(Cl)cc1 (stereo not drawn)	104	100	0	-6	95	96	102	3
COc1ccc(/C=C2\Sc3ccc(C(=O)NCCN4CCCCCC4)cc3N(C)C2=O)cc1	117	98	3	-1	103	101	104	4
O=C(CCCN1C(=O)/C(=C/c2ccco2)SC1=S)Nc1cccc(C(=O)O)c1	101	107	-21	-8	103	98	108	-1
Cn1c(=O)n(CC(=O)Nc2cccnc2)c2ccccc21	93	81	-30	-5	103	93	88	11
Cc1ccccc1C(=O)N1CCN(c2ccc(NC(=O)c3cccnc3Cl)cc2)CC1	114	105	2	3	110	100	114	-4
COc1cccc(-c2nc3c(c(SCC(=O)N4CCOCC4)n2)Cc2c(CO)cnc(C)c2O3)c1	106	106	3	4	106	107	103	1
Cc1cccc(C(=O)OCC(=O)NC2CC2)c1O	93	92	-8	-1	88	92	96	1

Records above printed as active in procasp3 activ:
| mol | MEP2 TOR yeast | AGP1-GFP MLPCN | procasp3 activ | CIT2 TOR yeast | RPL19A TOR yeast | LAP4 TOR yeast | AHR act |
| --- | --- | --- | --- | --- | --- | --- | --- |
| Cc1cccc(S(=O)(=O)Nc2ccc(-c3nc4ccc(C)cc4s3)cc2)c1 | 104 | 100 | 23* | 91 | 104 | 93 | 17 |

Profiles from above. Order of screens: MEP2 TOR yeast, AGP1-GFP MLPCN, proCasp7 act, procasp3 activ, CIT2 TOR yeast, RPL19A TOR yeast, LAP4 TOR yeast, AHR act
COc1ccc(/C=C2\Sc3ccc(C(=O)NCCN4CCCCCC4)cc3N(C)C2=O)cc1 is listed with 117, 98, 3, -1, 103, 101, 104, 4
Cc1ccccc1C(=O)N1CCN(c2ccc(NC(=O)c3cccnc3Cl)cc2)CC1 is listed with 114, 105, 2, 3, 110, 100, 114, -4
COc1ccccc1CC(=O)N1CCN(C(=O)c2ccco2)CC1 is listed with 108, 102, 15, 1, 98, 100, 104, -4

Compound activity deposited in PubChem by several laboratories.
